Shiga inhibitor = blocks Shiga toxin action in Vero cells | Vero cells, Shiga toxin protein synthesis inhibition reporter | inhibition, % at 38.7 µM | actives 9.2% (n = 290,000) | AID 2315; in the data active = inhibition mostly above about 28%, no sharp cut-off; inactive = mostly below about 43%; note: 0% is about no effect
Tb PYK inh = T. brucei pyruvate kinase inhibition | TbPYK enzyme, Kinase-Glo Plus ATP luminescence, 45 min | Potency, µM (doses to about 76.8 µM), for inactives: at the top dose activity, negative = inhibition, usual class: inhibitors | actives 0.12% (n = 410,000) | AID 624173; note: potency is the fitted concentration of half-maximal effect; % is set by controls: 0 for no effect and ±100 for the full control effect; nearly all actives have a fitted effect of over 50% in size
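Readout: single end-point luminescence (Kinase-Glo Plus, 10 min). Reaction conditions were TbPYK/substrate plus 130 uM ADP, 45 min at RT, pH 7.2 TEA buffer. No-enzyme wells served as controls, and data were normalized before concentration-response fitting.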
Pf growth 96h = P. falciparum growth inhibition at 96 hour, primary screen for plastid delayed-death inhibitors; Potency, µM (top dose mostly 28.7 µM), for inactives: top-dose activity change, negative = inhibition, hits mostly inhibitors; P. falciparum luciferase reporter growth, 96 h; AID 504834; actives 6.9% (n = 320,000); note: potency is the fitted concentration of half-maximal effect; % is set by controls: 0 for no effect and ±100 for the full control effect
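Cell-based qHTS: luciferase-tagged P. falciparum in erythrocytes (2% hematocrit, 0.05% parasitemia final) incubated with compounds for 96 hours, 37 C, 5% CO2; luciferase detection reagent then added and luminescence measured.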
HCV inh = blocks hepatitis C virus; Huh7.5.1 HCVcc-Cre infection, luciferase reporter, 44 h; actives 3.4% (n = 340,000); Potency, µM (top dose mostly 41.8 µM), for inactives: at the highest dose activity change, negative = inhibition, hits mostly inhibitors; note: potency is the fitted concentration of half-maximal effect; % is set by controls: 0 for no effect and ±100 for the full control effect
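1,000 cells/well; 4 h culture; + compound; + HCVcc-Cre (~0.5 moi); 44 h; luciferase substrate, RT 15 min; read 15 sec.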
Pf growth 48h = inhibits P. falciparum growth in the first generation, 48 h; AID 504832; Potency, µM (highest dose often 28.7 µM), without a hit: at the highest dose activity change, negative = inhibition, usual class: inhibitors; actives 5.9% (n = 310,000); P. falciparum luciferase growth in erythrocytes, 48 h; note: potency is the fitted concentration of half-maximal effect; % is set by controls: 0 for no effect and ±100 for the full control effect
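A one-generation exposure of luciferase-tagged malaria parasites in RPMI 1640/Albumax erythrocyte culture, 37 C and 5% CO2. Inhibition is inferred from decreased luminescence after adding detection reagent.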
LmPK inhibitor = inhibitors of Leishmania mexicana pyruvate kinase | AID 1721 | purified LmPK, Kinase-Glo ATP luminescence, 1 h | Potency, µM (top dose mostly 57.5 µM), without a hit: at the highest dose activity change, negative = inhibition, usual class: inhibitors | actives 0.37% (n = 290,000) | Q27686; note: potency is the fitted concentration of half-maximal effect; % is set by controls: 0 for no effect and ±100 for the full control effect
Target sequence (Q27686 whole entry, looked up): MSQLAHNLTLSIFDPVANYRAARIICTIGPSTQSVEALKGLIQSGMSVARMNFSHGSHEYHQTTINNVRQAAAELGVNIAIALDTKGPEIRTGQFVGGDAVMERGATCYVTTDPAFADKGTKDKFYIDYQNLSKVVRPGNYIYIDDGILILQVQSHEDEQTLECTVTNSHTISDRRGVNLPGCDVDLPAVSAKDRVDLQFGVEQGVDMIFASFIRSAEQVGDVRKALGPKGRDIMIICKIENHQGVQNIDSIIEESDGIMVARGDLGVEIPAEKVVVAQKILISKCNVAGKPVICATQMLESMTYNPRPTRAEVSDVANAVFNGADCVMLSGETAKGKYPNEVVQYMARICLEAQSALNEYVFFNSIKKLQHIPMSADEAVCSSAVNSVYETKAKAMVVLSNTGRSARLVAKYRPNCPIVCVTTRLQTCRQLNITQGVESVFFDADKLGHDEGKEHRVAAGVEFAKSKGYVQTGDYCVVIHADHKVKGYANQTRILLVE
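Pyruvate kinase activity monitored as ATP production (luciferase luminescence). Conditions: 0.1 nM enzyme, 0.5 mM PEP, 0.1 mM ADP, 1 h, RT; normalized against uninhibited and no-enzyme wells.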
CHX counter = affects cycloheximide protein synthesis inhibition readout, counter-screen; cell reporter, cycloheximide protein synthesis inhibition counterscreen; max response, %; actives 12% (n = 300,000); AID 2314; in the data active = max response mostly above about 13%, no sharp cut-off; inactive = mostly below about 14%; note: read at 38.3 µM for the half of the compounds with a filed dose; 0% is about no effect
Active calls of the source: *; ? = inconclusive; / = no result given; & = joins results of further samples; ! = a repeat was not active; [ ] = dose if it differs, or a comment. Unless noted, calls come from the whole dose curve; as a rule, active = well fitted curve in the direction sought with a large enough effect; inconclusive = small, poorly fitted or top-dose-only effect, or another doubt; inactive = no such curve, though single readings can be large; an effect the other way counts as inactive or inconclusive. Not a hit list; about 24% have a hit in one of these screens.

entry	canonical_smiles	Shiga inhibitor	Tb PYK inh	Pf growth 96h	HCV inh	Pf growth 48h	LmPK inhibitor	CHX counter
1	Cc1csc(=O)n1CC(=O)OCC(=O)Nc1cc(S(=O)(=O)N2CCOCC2)ccc1Cl	/	-12.3%	-3.3%	-9.3%[8.37 µM]	3.9%	/	/
2	CCn1c(C)c(C(C)=O)c(NCc2ccccc2)nc1=S	-9.1	7.6%	-7.2%	0.1%	?	-2.1%	8.4
3	O=C(NCCOc1ccc(F)cc1)C1CCC(=O)N(CCc2ccccn2)C1 (stereo unspecified)	-7.5	0.8%	?	8.6%	18.6%	1.5%	9.5
4	CCc1ccc2c(COC(=O)C3CSC4(C)CCC(=O)N34)cc(=O)oc2c1 (stereo unspecified)	/	0.0%	?	2.4%	11.6%	/	/
5	O=C(CSc1ncn[nH]1)N/N=C/c1ccc(Br)cc1	24.6	2.8%	?	0.1%	-12.0%	-3.8%	9.9
6	COc1ccc(CCN(Cc2cc3cc(C)c(C)cc3nc2Cl)C(=O)C2CC2)cc1	-19.1	-5.4%	?	22.8%	7.2%	1.9%	-2.3
7	COC(=O)Nc1cc([N+](=O)[O-])ccc1OC	16.5	-2.4%	?	?	28.0%	-1.4%	9.0
8	CCOC(=O)NC(Nc1cc(C)on1)(C(F)(F)F)C(F)(F)F	-4.5	-8.8%	28.0%	8.6%	5.3%	1.8%	-3.4
9	CCc1ccc(-c2cc(C(=O)NN3CCN(C)CC3)c3ccccc3n2)cc1	33.1	1.4%	?	?	-61.6%	2.1%	21.6*
10	O=C(O)CCC(=O)N1N=C(c2c(-c3ccccc3)c3cc(Cl)ccc3[nH]c2=O)CC1c1ccco1 (stereo unspecified)	-9.4	1.0%	?	30.1%[activator]	?	0.4%	1.5
11	Cc1cccc2c1NC(=O)C2=Nc1ccc(Cl)cc1	/	-6.1%	?	3.2%	2.7%	4.9%	-2.3
12	FC(F)(F)c1cc(-c2ccccc2)nc(N2CCOCC2)n1	-17.7	-3.2%	104.7%[activator]	8.91µM*	34.5%[activator]	1.4%	0.5
13	O=C(NCc1n[nH]c(=S)n1-c1ccc(Br)cc1)c1ccc(S(=O)(=O)N2CCOCC2)cc1	-8.0	?	?	12.4%	40.8%	7.2%	7.6
14	CCc1ccc(S(=O)(=O)c2nnn3c2nc(NCCNC(C)=O)c2ccccc23)cc1	50.4	5.6%	?	10.9%	-15.0%	16.0%	-6.3
15	COc1ccccc1CNC(=O)Cn1nnnc1CN(C)C(C)C	-2.9	-3.6%	22.5%	8.6%	2.2%	-6.2%	1.4
16	O=C(NCCc1nc2ccccc2n1Cc1ccccc1F)c1ccc(F)cc1	-9.8	4.6%	/	/	/	/	-5.5
17	O=C(O)c1ccc(S(=O)(=O)NC2CCCc3ccccc32)cc1 (stereo unspecified)	-16.8	4.5%	80.9%[activator]	?	0.6%	-6.0%	-2.6
18	N#Cc1ccc(N=c2ssnc2Cl)cc1	28.0*	14.1µM*	11.7µM*!	26.0%&8.8%	42.7%&30.2%[activator]	-2.3%	1.8
19	Cc1ccc(C(=O)O)cc1NCc1ccncc1	/	-8.1%	-14.9%	19.0%	0.0%	8.0%	1.3
20	COc1ccc(NC(=O)CCOc2ccccc2)c(OC)c1	31.7	5.5%	?	-2.8%	58.3%[activator]	-0.1%	20.1*
21	COC(=O)Cc1c(C)c2ccc(OCc3nn[nH]n3)c(C)c2oc1=O	26.8	2.3%	/	3.0%	8.2%	5.5%	3.4
22	O=C(Nc1ncccn1)c1ccc([N+](=O)[O-])cc1	6.5	3.4%	4.7%	29.6%	25.4%	-19.0%	4.0
23	COc1ccccc1/C=C/CN1CCC(Oc2cc(C(=O)NC3CC3)ccc2OC)CC1	9.5	2.2%	44.7%[activator]	3.4%	9.28µM*	0.0%	-3.3
24	O=C(NCCOc1ccccc1Cl)c1ncn[nH]1	13.8	-3.4%	4.9%	23.3%	36.9%[activator]	-18.0%	1.4
25	CCNC(=S)Nc1ccc(NC(=O)c2ccccc2O)cc1	11.1	2.0%	21.2%	-10.5%	20.6%	3.5%	10.2
26	CC(CNC(=O)CN(C)CC(=O)Nc1ccccc1Br)c1ccccc1 (stereo unspecified)	/	0.3%	-2.7%	-18.4%	-17.6%	/	/
27	COc1ccc(-c2nnc3ccc(SC(C(C)=O)C(C)=O)nn23)cc1OC	3.1	-6.4%	?	-5.0%	9.28µM*	0.8%	5.0
28	CCOc1ccc2oc(C(=O)N(C)CCc3ccc(OC)c(OC)c3)c(C)c2c1	/	-4.5%	?	?	?	/	/
29	Cc1c(C(=O)N2CCN(c3ccccn3)CC2)oc2c(F)cccc12	-6.4	2.0%	2.33µM*	13.1%	10.4µM*	5.1%	19.9
30	c1cnc(N2CC[N+]3(CCCC3)CC2)nc1	-13.2	1.2%	43.6%[activator]	13.4%	-13.5%	-0.7%	-1.8

3 compounds from above, ordered by count of non-hydrogen atoms, smallest number first:
entry	canonical_smiles	Shiga inhibitor	Tb PYK inh	Pf growth 96h	HCV inh	Pf growth 48h	LmPK inhibitor	CHX counter
24	O=C(NCCOc1ccccc1Cl)c1ncn[nH]1	13.8	-3.4%	4.9%	23.3%	36.9%[activator]	-18.0%	1.4
21	COC(=O)Cc1c(C)c2ccc(OCc3nn[nH]n3)c(C)c2oc1=O	26.8	2.3%	/	3.0%	8.2%	5.5%	3.4
23	COc1ccccc1/C=C/CN1CCC(Oc2cc(C(=O)NC3CC3)ccc2OC)CC1	9.5	2.2%	44.7%[activator]	3.4%	9.28µM*	0.0%	-3.3

Entries above that contain bromine:
entry	canonical_smiles	Shiga inhibitor	Tb PYK inh	Pf growth 96h	HCV inh	Pf growth 48h	LmPK inhibitor	CHX counter
5	O=C(CSc1ncn[nH]1)N/N=C/c1ccc(Br)cc1	24.6	2.8%	?	0.1%	-12.0%	-3.8%	9.9
13	O=C(NCc1n[nH]c(=S)n1-c1ccc(Br)cc1)c1ccc(S(=O)(=O)N2CCOCC2)cc1	-8.0	?	?	12.4%	40.8%	7.2%	7.6
26	CC(CNC(=O)CN(C)CC(=O)Nc1ccccc1Br)c1ccccc1 (stereo unspecified)	/	0.3%	-2.7%	-18.4%	-17.6%	/	/

Further entries
entry	canonical_smiles	Shiga inhibitor	Tb PYK inh	Pf growth 96h	HCV inh	Pf growth 48h	LmPK inhibitor	CHX counter
31	CN(C)/C=N/S(=O)(=O)c1ccc(Cl)c(Cl)c1	13.6	-9.9%	-1.5%	5.0%	2.0%	-0.5%	-3.4
32	CCN(CC)CCNC(=O)C1CCCCN1S(=O)(=O)c1cccc([N+](=O)[O-])c1 (stereo unspecified)	-11.6	0.4%	?	6.8%	10.9%	-3.7%	-2.0
33	CC(C)NC(=O)c1ccc(COCC(F)(F)C(F)F)cc1	19.2	-1.2%	13.1µM*	21.6%	/	-9.7%	21.8
34	C/C(=N\NC(=O)c1ccc([N+](=O)[O-])c(C)c1)c1ccccc1Cl	57.5*	-2.6%	30.2%[activator]	-0.4%	18.9%	2.3%	28.1*
35	CC1(C)Cc2c(sc(NC(=O)C(=O)NCCCN3CCOCC3)c2C(N)=O)CO1	-5.2	-1.8%	?	17.8%	10.1%	-9.6%	-7.8
36	CCOC(=O)C1=C(C)N(C)C(C)=C(C(=O)OCC)C1c1ccc(C(=O)OC)cc1	9.7	4.7%	?	-23.9%	/	0.1%	-0.7
37	Cc1ccc(OCCN2C(=O)C(=O)c3cc(C)ccc32)cc1	-9.0	0.3%	8.2%	?	-44.2%	-2.3%	-2.1
38	CCc1ccc(NSc2ccccc2[N+](=O)[O-])cc1	2.1	-8.4%	?	?	?	1.6%	-0.8
39	O=C(c1cc2c(=O)n3ccccc3nc2s1)N1CCc2ccccc2C1	13.2	/	?	/	10.3%[5.75 µM]	2.9%	11.3*
40	CCOC(=O)CCNC(=O)N1CCCC(N(C)CCc2ccc(OC)c(OC)c2)C1 (stereo unspecified)	-7.1	1.2%	?	0.4%	-5.4%	-2.1%	-1.6
41	O=C(N/N=C/c1ccc2c(c1)OCO2)C(=O)Nc1ccc2ccccc2c1	1.2	/	14.3%	/	13.0%	-0.2%	1.3
42	Cc1cccc(NC(=O)COC(=O)c2ccc([N+](=O)[O-])o2)c1C	-9.6	1.9%	-1.3%	16.6%	-12.3%	5.9%	11.3
43	O=S(=O)(Cc1ccccc1)N1CCCC(c2nc(-c3ccc(F)cc3)no2)C1 (stereo unspecified)	6.5	-14.0%	8.2%	-20.1%	14.9%	1.7%	10.8
44	O=C1c2ccccc2NC(c2ccco2)N1O (stereo unspecified)	47.1	-4.0%	-11.9%	4.0%	18.9%	6.3%	9.6
45	CC12CCC3c4ccc(O)cc4CCC3C1CCC2=O (stereo unspecified)	/	2.7%&0.0%	?	-0.2%	?	/	/
46	O=C(Nc1cccc(NC(=O)c2cncc(Br)c2)c1)c1cncc(Br)c1	/	-3.6%	?	?	3.7µM*	-4.1%	-1.3
47	O=C(Nc1ccc(Br)cc1Cl)N1CCOCC1	41.1	1.5%	63.1%[activator]	6.5%	0.4%	0.6%	5.7
48	CC1=C(C)CC(C(=O)N2CCN(C/C=C/c3ccccc3)CC2)C(C(=O)O)C1 (stereo unspecified)	-5.8	2.6%	8.0%	10.3%	10.5%	-5.6%	-4.6
49	O=C(C1CCCN(Cc2ccccc2Br)C1)N1CCCCC1 (stereo unspecified)	-6.7	1.6%	58.6%[activator]	22.7%	28.7%	-11.4%	-6.1
50	CCOC(=O)C1CCCCN1Cc1ccc(OC)c(OC)c1 (stereo unspecified)	-31.9	3.3%	17.4%	?	12.3%	-2.9%	-1.8

Full records, quoted from the list.
CC12CCC3c4ccc(O)cc4CCC3C1CCC2=O (stereo unspecified) reads Shiga inhibitor: /; Tb PYK inh: 2.7%&0.0%; Pf growth 96h: ?; HCV inh: -0.2%; Pf growth 48h: ?; LmPK inhibitor: /; CHX counter: /
O=C1c2ccccc2NC(c2ccco2)N1O (stereo unspecified) reads Shiga inhibitor: 47.1; Tb PYK inh: -4.0%; Pf growth 96h: -11.9%; HCV inh: 4.0%; Pf growth 48h: 18.9%; LmPK inhibitor: 6.3%; CHX counter: 9.6

Going on with the list:
entry	canonical_smiles	Shiga inhibitor	Tb PYK inh	Pf growth 96h	HCV inh	Pf growth 48h	LmPK inhibitor	CHX counter
51	CCc1ccc(NC(=O)CSCc2nc(N)nc(Nc3ccccc3CC)n2)cc1	-23.7	-1.8%	-25.7%	-12.3%	-17.0%	3.4%	-1.8
52	COc1ccc(S(=O)(=O)N2C3CCC2CC(NC(=O)NC2CCCCC2)C3)cc1 (stereo unspecified)	-1.5	0.0%	?	-1.3%	/	0.7%	-3.3
53	CCn1c(CSCc2ccc(Cl)cc2)nnc1SCC(=O)Nc1cccc(C(=O)O)c1	-6.8	0.3%	-16.1%[5.75 µM]	18.0%	47.1%[activator]	1.4%	-1.9
54	COC(Cn1cc(C)c(=O)[nH]c1=O)OC	-7.7	-3.2%	-23.1%	0.5%	6.4%	-3.1%	-5.2
55	Cc1ccc2c(c1)[nH]c1c(=O)n(CCN3CCNCC3)cnc12	-22.9	3.2%	-0.2%	15.9%	5.4%	4.1%	-10.1
56	COc1ccccc1NC(=S)NC(=O)C1CC1	-3.2	42.6%	14.9%	-4.5%	3.9%	0.5%	-1.9

Source: PubChem BioAssay (National Center for Advancing Translational Sciences (NCATS))
